Rv3671c inh: Rv3671c (M. tuberculosis) protease inhibition; P9WHR9; inhibition, % at 5.96 µM; 0.048% of 320,000 active; in the data active = inhibition above about 38%;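 note: extracellular domain of Rv3671c used as enzyme; 0% = enzyme with DMSO and 100% = no enzyme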
PriA SSB inh: inhibitors of Klebsiella pneumoniae PriA binding to SSB C-terminal tail; AlphaScreen SSBct-PriA binding, biotinylated peptide; inhibition, % at 33 µM; 0.6% of 430,000 active; AID 1272365; in the data active = inhibition mostly above about 37%, no sharp cut-off; inactive = mostly below about 20%;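 note: plate controls were negative control peptide for no effect and reference peptide for full effect; strong numbers were not always called active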
BoNT-A LC inh2: inhibitors of Botulinum neurotoxin A light chain protease | multiplex microsphere protease substrate cleavage, flow cytometry | inhibition, % at 10 µM | 0.17% of 360,000 active; note: plate controls were buffer without enzyme for full effect and enzyme alone for no effect
DUSP3 inh: blocks human VHR1 dual specificity phosphatase. P51452. recombinant VHR phosphatase, pNPP absorbance. inhibition, % at 13.3 µM. 0.52% of 290,000 active. AID 1654; in the data active = inhibition above about 50%; note: some compounds called inactive have numbers as strong as hits
Target sequence (P51452 whole entry, looked up): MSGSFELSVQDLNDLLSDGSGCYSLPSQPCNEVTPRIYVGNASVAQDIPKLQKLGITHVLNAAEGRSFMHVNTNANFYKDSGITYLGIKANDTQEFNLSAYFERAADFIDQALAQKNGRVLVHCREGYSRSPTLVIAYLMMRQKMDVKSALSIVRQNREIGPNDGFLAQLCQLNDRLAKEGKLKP
MazF activator: MazEF (E. coli) toxin RNase activation. AID 504720. FAM/BHQ RNA-DNA oligo cleavage fluorescence, 5 h. P0AE70. 0.32% of 350,000 active. activation, % at 20 µM; in the data active = activation above about 50%
BoNT-F LC inh: inhibitors of Botulinum neurotoxin F light chain protease. Multiplex microsphere protease cleavage assay, flow cytometry. inhibition, % at 10 µM. 0.22% of 360,000 active. AID 588497; in the data active = inhibition above about 35%, passing the limit was not always enough; inconclusive = no clear call, values can overlap the other calls; note: plate controls were buffer without enzyme for full effect and enzyme alone for no effect
PrPC TRFRET: reduces human prion protein on the cell surface; cell surface PrPC, TR-FRET read-out; inhibition, % at 13.8 µM; 0.43% of 370,000 active; AID 720596; in the data active = inhibition above about 24%; note: 0% = median of the test wells and 100% = reference compound wells
Anthrax LF prot: blocks Bacillus anthracis lethal factor protease; P15917; multiplex microsphere protease cleavage assay, LF; inhibition, % at 10 µM; 0.12% of 360,000 active; AID 588501; note: plate controls were buffer without enzyme for full effect and enzyme alone for no effect
Target sequence (P15917 whole entry, looked up): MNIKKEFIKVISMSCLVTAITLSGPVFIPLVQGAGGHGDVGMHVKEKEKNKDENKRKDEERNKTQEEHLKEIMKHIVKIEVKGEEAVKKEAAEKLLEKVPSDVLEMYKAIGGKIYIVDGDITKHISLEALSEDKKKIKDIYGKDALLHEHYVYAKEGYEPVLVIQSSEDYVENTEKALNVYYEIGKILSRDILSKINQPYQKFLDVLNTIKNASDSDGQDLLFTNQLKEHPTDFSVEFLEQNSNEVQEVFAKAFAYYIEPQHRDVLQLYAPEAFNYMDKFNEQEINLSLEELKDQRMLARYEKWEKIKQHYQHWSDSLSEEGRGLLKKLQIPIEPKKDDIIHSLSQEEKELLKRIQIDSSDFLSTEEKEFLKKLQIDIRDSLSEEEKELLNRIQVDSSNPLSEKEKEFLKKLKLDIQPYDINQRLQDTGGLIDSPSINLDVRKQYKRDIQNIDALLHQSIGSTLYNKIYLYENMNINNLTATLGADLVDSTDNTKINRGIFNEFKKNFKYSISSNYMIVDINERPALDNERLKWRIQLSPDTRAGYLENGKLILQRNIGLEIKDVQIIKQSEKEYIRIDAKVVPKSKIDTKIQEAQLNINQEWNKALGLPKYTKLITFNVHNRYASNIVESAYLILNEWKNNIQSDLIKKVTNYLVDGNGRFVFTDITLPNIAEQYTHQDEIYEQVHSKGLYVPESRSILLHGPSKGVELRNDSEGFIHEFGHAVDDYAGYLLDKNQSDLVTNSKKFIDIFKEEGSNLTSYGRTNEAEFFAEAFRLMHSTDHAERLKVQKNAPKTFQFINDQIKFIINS
SARS 3CLpro inh: SARS-CoV 3CLpro protease inhibition; P0C6X7; recombinant SARS-CoV 3CLpro, quenched FRET peptide cleavage; inhibition, % at 6 µM; 0.14% of 290,000 active; in the data active = inhibition above about 12%
CCHFV vOTU inh: blocks the CCHF virus ovarian tumor domain protease. CCHFV vOTU protease, Pep-AMC fluorescence. 0.55% of 370,000 active. inhibition, % at 11.5 µM. AID 651958; in the data active = inhibition above about 30%; note: 0% = vehicle wells with enzyme and 100% = no enzyme wells
* = called active by the depositor; ? = inconclusive; nt = not tested or not shown. Cut-off read from the data, not from the text of the source, unless noted: active = inhibition above about 30%; inconclusive = no clear call, values can overlap the other calls; inactive = below that.

Fields – Rv3671c inh	PriA SSB inh	BoNT-A LC inh2	DUSP3 inh	MazF activator	BoNT-F LC inh	PrPC TRFRET	Anthrax LF prot	SARS 3CLpro inh	CCHFV vOTU inh
- COc1cccc(/C=N/NC(=S)NCCc2ccccc2)c1
    -25.9	nt	-1.5	31.1	-6.7	-6.5	-3.0	1.8	2.1	10.9
- CCOc1ccccc1C(=O)NC1CC2CCCC(C1)N2Cc1ccc(C)cc1 (centres undefined)
    -1.8	-20.3	1.6	63.5	4.6	-2.9	1.1	1.1	-1.1	2.2
- CSc1nc(N)nc2c1ncn2CC(=O)NCc1ccccc1
    0.0	-2.6	-0.1	nt	8.7	-1.2	4.2	-11.1	nt	-4.8
- O=C(Nc1nnc(-c2ccc(Cl)cc2)o1)Nc1ccccc1F
    5.7	-8.5	-0.1	19.1	-1.5	1.8	8.8	-8.8	-1.6	-2.8
- CN1C(=O)N(C)C2C1N(C)S(=O)(=O)N2C (centres undefined)
    -5.7	-3.7	-0.3	8.4	4.4	-2.8	0.8	-2.8	3.9	-4.3
- O=C(Nc1cccnc1N1CCOCC1)c1cc2ccccc2oc1=O
    2.4	-3.9	-1.3	0.3	1.4	-17.4	-0.3	-4.0	nt	9.9
- CC(/C=N/n1c(-c2cccnc2)n[nH]c1=S)=C\c1ccco1
    5.7	nt	-0.4	3.8	2.3	-4.9	-8.1	-3.8	2.0	0.3
- CCOc1cc(C(=O)Nc2ccc3c(c2)OCO3)ccc1OCCOc1ccccc1Cl
    -7.7	-15.1	-0.2	-9.6	9.0	-6.2	-2.1	-1.8	3.2	3.7
- CC(C)NC(=S)N=Nc1c(O)[nH]c2ccc(C(C)C)cc12
    -8.2	10.2	0.8	13.3	13.4	2.2	-0.1	-2.6	0.5	9.5
- C/C(=N\OC(=O)NC(C)C)c1sc(-c2ccccc2)nc1C
    -5.4	nt	0.6	13.0	0.7	1.6	2.5	-2.4	-7.1	8.3
- CCc1ccc2nc(N(CCCN(C)C)C(=O)c3ccc4c(c3)OCCO4)sc2c1
    3.7	7.2	-2.2	1.8	7.0	-6.1	-8.1	4.2	-3.1	-1.5
- Cc1nn(S(=O)(=O)c2ccc(C(C)(C)C)cc2)c(C)c1S(=O)(=O)N1CCOCC1
    -6.5	-1.5	-0.1	-36.6	-2.1	0.4	2.5	-3.0	1.3	8.4
- O=C(NNc1ccc(O)cc1)c1ccc(Br)cc1
    -3.1	-1.3	0.0	0.5	5.1	-1.8	12.9	-1.4	-5.8	-6.9
- CC1CCCCN1CCNC(=O)c1ccc2c(c1)N(Cc1cccc(Cl)c1)C(=O)c1ccccc1S2(=O)=O (centres undefined)
    nt	nt	-0.2	nt	26.3	-10.5	-23.2	-5.6	nt	0.5
- CCCCNC(=O)c1ccc(/C=C2\Oc3ccccc3N(C)C2=O)cc1
    -7.6	-4.9	-0.8	17.7	-0.1	-5.9	-5.8	-4.6	3.0	-19.9
- CC(OC(=O)CCCN=C1NS(=O)(=O)c2ccccc21)C(=O)c1ccccc1 (centres undefined)
    -22.8	5.5	nt	nt	2.3	nt	8.5	nt	nt	0.1
- Cc1cc(=O)n2nc(N3CCCC(C(=O)Nc4ccc(C)c(C)c4)C3)sc2n1 (centres undefined)
    -7.8	-11.4	-0.4	21.2	14.2	2.2	7.9	2.2	6.5	-3.5
- CC1CCCCN1CC(=O)Nc1ccc2c(c1)OCO2 (centres undefined)
    -5.5	6.5	0.3	nt	7.0	4.1	7.8	1.0	nt	7.5
- CCOc1ccccc1C(=O)N/N=C/c1coc2ccc(Cl)cc2c1=O
    nt	nt	-4.7	22.6	8.4	-4.2	-6.9	-3.5	0.5	23.0
- N/C(CC(=O)NCCOc1ccccc1)=N\O
    6.7	nt	-0.4	25.6	-3.4	-2.6	1.3	0.5	-7.6	-2.5

Some of the entries so far, with each value named:
CC(OC(=O)CCCN=C1NS(=O)(=O)c2ccccc21)C(=O)c1ccccc1 (centres undefined)
  Rv3671c inh = -22.8
  PriA SSB inh = 5.5
  BoNT-A LC inh2 = nt
  DUSP3 inh = nt
  MazF activator = 2.3
  BoNT-F LC inh = nt
  PrPC TRFRET = 8.5
  Anthrax LF prot = nt
  SARS 3CLpro inh = nt
  CCHFV vOTU inh = 0.1
O=C(NNc1ccc(O)cc1)c1ccc(Br)cc1
  Rv3671c inh = -3.1
  PriA SSB inh = -1.3
  BoNT-A LC inh2 = 0.0
  DUSP3 inh = 0.5
  MazF activator = 5.1
  BoNT-F LC inh = -1.8
  PrPC TRFRET = 12.9
  Anthrax LF prot = -1.4
  SARS 3CLpro inh = -5.8
  CCHFV vOTU inh = -6.9

(more compounds)
Fields – Rv3671c inh	PriA SSB inh	BoNT-A LC inh2	DUSP3 inh	MazF activator	BoNT-F LC inh	PrPC TRFRET	Anthrax LF prot	SARS 3CLpro inh	CCHFV vOTU inh
- CC12CCC3C(CCC4CC(O)CCC43C)C1CC(=O)C2 (centres undefined)
    nt	nt	-0.1	nt	nt	-2.2	-0.8	9.0	nt	-1.1
- CCN1CCN(c2ccc(S(=O)(=O)N3CCCCC3)cc2NC(=O)c2cccc(OC(F)F)c2)CC1
    -1.0	-3.3	-0.3	nt	5.1	5.5	-7.7	3.1	nt	3.1
- Cn1c(=O)[nH]c(=O)c2c1nc(Br)n2Cc1cccc(Br)c1
    5.1	-0.2	-2.2	-4.9	14.3	?	-3.2	-0.7	-0.3	-8.1
- Cc1ccc(NC(=O)CN2C(=O)S/C(=C\c3ccc(OCC(=O)O)c(Br)c3)C2=O)cc1
    5.1	-23.5	-3.0	-4.5	-2.8	9.6	0.9	-14.6	8.2	-4.3
- COc1cc(OC)cc(-c2noc([C@@H]3O[C@H](CO)[C@@H](O)[C@H]3O)n2)c1
    nt	nt	-0.2	nt	nt	-0.1	7.4	-2.0	nt	-0.9
- CC(C)C(=O)Nc1ccc2c(c1)nc1n2CCSC1
    0.9	1.6	1.0	-9.6	5.0	6.6	-5.8	-0.8	-2.4	0.3
- CC1Cn2c(nc(=O)c3c2NCN(CCc2ccccc2)C3)S1 (centres undefined)
    8.0	-0.2	-0.4	-24.6	4.5	-3.0	9.4	-1.4	3.1	-3.8
- CCOC(=O)C(C)Oc1cccc2c(=O)n(CC(=O)Nc3cccc(OC)c3)ccc12 (centres undefined)
    -6.1	-18.0	0.0	6.6	1.8	-3.0	-7.9	-2.3	-1.4	3.0
- COc1cccc(/C=N/NC(=O)c2c(-c3ccccc3)noc2C)c1OC
    -6.8	nt	-0.9	17.9	0.5	-7.4	1.6	-1.6	-3.3	16.5
- COc1ccc(CN(C)C(=O)CNC(=O)c2cccs2)c(OC)c1
    -8.9	-2.3	-2.8	nt	3.0	-7.3	0.8	0.0	nt	13.6
- O=C(c1ccc2c(c1)CCC2)N1CCN(Cc2ccccc2)CC1
    nt	nt	-0.1	nt	-1.1	-4.2	9.8	-4.9	nt	9.6
- CCn1c2ccccc2c2cc(CC(N)=O)ccc21
    2.7	0.8	0.5	22.6	6.9	-14.2	9.1	2.2	1.6	8.2
- C/C(Cn1nc([N+](=O)[O-])cc1C)=N\NC(=O)c1cccc(Br)c1
    3.2	nt	0.5	3.6	-5.6	?	7.1	0.4	6.5	18.6
- Cc1cccc(C(=O)N[C@H](C(=O)Nc2nc(C)cs2)C(C)C)c1
    -9.9	9.2	0.1	5.4	0.8	-8.2	-2.4	-2.6	0.8	3.6
- Cn1cccc1Cc1nnc(SCC(=O)Nc2ccc(F)cc2F)n1-c1ccc(F)cc1
    1.4	8.2	-0.2	32.1	-1.2	-5.8	1.4	-3.0	-4.4	-6.2
- CCc1ccc(NC(=O)c2cnc3n(c2=O)CCS3)cc1
    -1.9	-13.5	-0.3	41.9	5.1	-1.3	3.7	2.5	3.0	2.7
- c1ccc(Nc2nc3ccccc3[nH]2)nc1
    8.8	1.1	-0.6	23.2	4.1	2.2	7.4	-0.8	-1.4	12.0
- CCN(CC)c1ccc(NC(=S)NC(=O)c2ccco2)cc1
    1.4	36.8	-0.8	-9.2	-11.3	-14.1	3.9	-5.0	-2.3	-0.4
- Cc1nnc(NC(=O)C2CC(=O)N(c3ccc4c(c3)OCCO4)C2)s1 (centres undefined)
    -4.3	-3.6	-0.6	nt	0.2	-3.8	5.9	0.2	nt	27.8
- Clc1ccc(CN2CCCCCC2)cc1Cl
    6.0	-4.1	nt	1.0	-16.2	nt	-2.4	nt	-0.8	6.2
- Cc1ccc(CC(=O)N2CCN(c3ccccc3F)CC2)cc1
    -5.2	7.9	-0.1	24.3	1.6	0.2	9.2	0.6	2.9	4.5
- COC(=O)C(Cc1ccccc1)NC(=O)CCc1c[nH]c2ccccc12 (centres undefined)
    -12.1	5.0	0.4	-7.6	3.3	14.2	-2.5	-1.1	3.3	-5.7
- O=C(c1cc2cc(F)ccc2[nH]1)N1CCC2(CC1)OCCO2
    0.3	-2.2	-0.4	20.9	6.8	-5.2	-9.5	-0.3	0.9	18.9
- O=[N+]([O-])c1ccc(COc2ccccc2/C=N/O)cc1
    5.0	nt	0.3	-1.2	9.6	1.3	-17.6	-1.0	3.4	-4.1
- NS(=O)(=O)c1ccc(N/C=C\C(=O)c2cccc3ccccc23)cc1
    -2.7	21.5	7.6	-4.7	10.4	-5.8	6.1	3.4	-1.6	3.4
- CCc1ccc(C(=O)NCc2cnn(C)c2)s1
    5.7	-2.2	-1.7	1.6	11.9	-6.1	-1.4	-5.1	-0.2	-19.7
- Cc1ccc(S(=O)(=O)N2CCOCC2)cc1C(=O)N1CCOCC1
    -3.6	-4.6	-0.7	41.4	4.8	-16.6	-2.4	1.7	2.2	-22.9
- CC(=O)C1=C(C)NC(=O)NC1c1cccc([N+](=O)[O-])c1O (centres undefined)
    -4.2	-16.1	-0.2	19.9	-7.6	1.0	-6.0	-2.3	5.0	6.3
- Cc1ccccc1C(=O)Nc1nnc(-c2cccnc2)o1
    5.9	-11.6	0.0	10.8	-1.1	-6.8	-2.9	-2.9	1.9	9.3
- CCOC(=O)C1CCCN(C2=NC(=O)/C(=C/c3ccc(OC)cc3OC)S2)C1 (centres undefined)
    nt	8.8	-2.5	-28.0	7.8	?	-14.0	3.0	2.9	13.8
- CN(C)c1ccc(/C=N/NC(=O)C(=O)/C=C2\NC3(CCCC3)Cc3ccccc32)cc1
    9.7	nt	0.2	8.1	-15.7	-7.9	1.2	-2.1	4.3	-2.6
- C/C(=N\NC(=O)c1cccnc1)c1nnn(-c2nonc2N)c1C
    0.3	nt	-0.6	15.5	2.2	-0.2	0.8	2.4	3.8	5.4
- O=C(NCc1ccccc1)NC1(C(=O)N2CCN3CCCC3C2)CCCCC1 (centres undefined)
    5.4	-9.3	0.0	26.8	13.2	-2.4	0.7	-5.5	4.1	1.4
- CCOc1ccc(Cl)cc1CNCCc1ccc(F)cc1
    -3.5	-12.0	-0.9	10.6	-0.4	-15.0	0.3	-4.9	4.9	-7.8
- O=C(NCc1ccc2c(c1)OCO2)c1cc(-c2ccccn2)nc2ccccc12
    -5.6	-1.4	-0.1	20.6	-4.9	-2.1	-11.2	-2.0	-3.0	7.1

A portion of the library. The share of hits here may be higher or lower than overall.
